From PubChem
D3 ag – agonists of human D3 dopamine receptor. P35462. D3R DiscoveRx beta-arrestin cells, luminescence, 90 min. max activation, %. hit rate 0.58% among 410,000; in the data active = max activation above about 30%; also: 0% is about no effect; mostly tested at two doses, the higher about 12 µM
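Cells at 1500/well, incubated overnight, then treated with pinned compounds (dopamine as control) for 90 min at 37 degrees C. DiscoveRx reagent added for 30 - 60 minutes at room temperature; luminescence read.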
EPAC2 agonist – EPAC2 (human) agonism; Q8WZA2; EPAC2 activation, biochemical qHTS; response scale: 100% = 6.5 mM cAMP response; Potency, µM (highest dose often 154 µM), without a hit: top-dose activation, actives largely listed as activators; hit rate 0.079% among 360,000; also: potency is read from the fitted curve at half-maximal effect; nearly all actives have a fitted effect of over 50% in size
Target sequence (Q8WZA2 whole entry, looked up): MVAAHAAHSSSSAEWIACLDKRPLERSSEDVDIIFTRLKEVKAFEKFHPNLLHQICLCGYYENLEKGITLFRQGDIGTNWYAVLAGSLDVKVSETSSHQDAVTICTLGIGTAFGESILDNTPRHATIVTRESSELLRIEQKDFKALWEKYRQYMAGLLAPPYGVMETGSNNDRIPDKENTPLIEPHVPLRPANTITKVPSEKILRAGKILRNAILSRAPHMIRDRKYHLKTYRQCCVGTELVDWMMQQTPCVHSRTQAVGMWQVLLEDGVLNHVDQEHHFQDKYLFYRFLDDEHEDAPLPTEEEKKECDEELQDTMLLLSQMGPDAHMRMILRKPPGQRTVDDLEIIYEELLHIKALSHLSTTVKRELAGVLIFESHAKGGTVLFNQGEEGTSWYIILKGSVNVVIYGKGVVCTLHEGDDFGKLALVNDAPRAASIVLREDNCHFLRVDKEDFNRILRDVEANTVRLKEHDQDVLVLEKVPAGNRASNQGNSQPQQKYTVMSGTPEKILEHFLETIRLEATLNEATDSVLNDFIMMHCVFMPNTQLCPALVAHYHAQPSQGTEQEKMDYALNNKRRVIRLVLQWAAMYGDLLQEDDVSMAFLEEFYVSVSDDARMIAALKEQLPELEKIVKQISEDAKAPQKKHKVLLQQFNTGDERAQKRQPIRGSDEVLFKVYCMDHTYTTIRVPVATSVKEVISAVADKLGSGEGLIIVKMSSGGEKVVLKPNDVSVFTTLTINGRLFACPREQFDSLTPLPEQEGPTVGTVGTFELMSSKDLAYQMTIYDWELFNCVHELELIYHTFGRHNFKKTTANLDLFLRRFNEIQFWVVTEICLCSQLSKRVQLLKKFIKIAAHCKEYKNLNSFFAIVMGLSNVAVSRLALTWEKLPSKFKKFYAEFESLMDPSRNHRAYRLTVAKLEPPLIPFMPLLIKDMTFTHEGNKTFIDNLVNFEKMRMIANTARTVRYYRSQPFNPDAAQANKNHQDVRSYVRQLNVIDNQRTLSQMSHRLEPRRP
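Exchange assay: 100 nM EPAC2 with 250 nM Rap1B-BODIPY-GDP and 50 uM GDP. Fluorescence (ex 480/em 540 nm) read every 5 min for 30 min at room temperature. Data normalized to 6.5 mM cAMP as agonist control.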
DRD3 antagonist – antagonists of human D3 dopamine receptor; P35462; D3R cells, DiscoveRx beta-arrestin luminescence, antagonist mode; active compounds read low; max response, negative = inhibition, %; hit rate 2.5% among 360,000; AID 652054; in the data active = max response below about -50%; inconclusive = no clear call, values can overlap the other calls; also: % is scaled to controls: 0 for no effect and ±100 for the full control effect; mostly tested at two doses, the higher about 12 µM
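Cells expressing the human receptor were seeded at 1500 cells/well, incubated overnight at 37 degrees C in 5% CO2, then exposed to library compounds with dopamine controls for 90 minutes at 37 degrees C before luminescent detection.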
TDP-43 yeast inh – inhibitors of TDP-43 toxicity in yeast | TDP-43 expressing yeast growth rescue, BacTiter-Glo, 24 h | hit rate 1.8% among 410,000 | AID 652104 | Potency, µM (highest dose often 46.1 µM), without a hit: at the top dose growth rescue (activation), actives largely listed as activators; also: potency is read from the fitted curve at half-maximal effect; % of control where 0% means no effect; nearly all actives have a fitted effect of over 50% in size
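In this qHTS, compounds that restore growth of yeast expressing TDP-43 appear as activators. Cells (OD600=0.02, galactose medium, raffinose-pregrown) are incubated with compound 24 hr at 30 deg C and growth is quantified by BacTiter-Glo.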
FUS yeast rescue – FUS proteinopathy suppression in yeast; S. cerevisiae FUS-expressing, growth rescue, OD600, 24 h; Potency, µM (top dose mostly 76.6 µM), without a hit: top-dose growth rescue (activation), most hits filed as activators; hit rate 0.24% among 390,000; AID 1347120;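 also: potency is read from the fitted curve at half-maximal effect; plate controls were DMSO vehicle for no effect and reference control for full effect; nearly all actives have a fitted effect of over 55% in size; some results filed as inactive show a strong effect at the top dose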
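Compound concentration series was pinned onto galactose-induced FUS-expressing yeast seeded at OD 0.005. Plates sat 24hr at 30C; absorbance at 600 nm gave growth. DMSO served as background control.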
EPAC2 antag – EPAC2 (human) antagonism; Potency, µM (titrated, usually from 114 µM), inactives show at the highest dose activity, negative = inhibition, hits mostly inhibitors; Q8WZA2; hit rate 0.18% among 360,000; EPAC2 GEF exchange of Rap1B-BODIPY-GDP, fluorescence; also: potency is read from the fitted curve at half-maximal effect; % is scaled to controls: 0 for no effect and ±100 for the full control effect; nearly all actives have a fitted effect of over 45% in size; many of its hits are not listed in these tables
Abeta yeast res – A-beta toxicity reversal in yeast. yeast expressing A-beta42, growth rescue, OD600, 48 h; response scale: 0% DMSO, 100% iron-clioquinol control. Potency, µM (series often up to 46.1 µM), for the others: at the top dose growth rescue, hits mostly activators. AID 1347071. hit rate 0.063% among 410,000; also: potency is read from the fitted curve at half-maximal effect; nearly all actives have a fitted effect of over 55% in size
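Yeast A-beta toxicity model in growth medium with pinned compounds, 48 h at 30 C; growth read as absorbance at 600 nm. Normalized to FeCl3/clioquinol equimolar mix (positive) and DMSO (negative).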
aSyn rescue – inhibitors of alpha-synuclein toxicity in yeast; Potency, µM (series often up to 46.1 µM), inactives show at the highest dose growth rescue (activation), actives largely listed as activators; AID 652106; Yeast expressing alpha-synuclein, growth rescue, BacTiter-Glo, 24 h; hit rate 0.14% among 370,000; also: potency is read from the fitted curve at half-maximal effect; % of control where 0% means no effect; nearly all actives have a fitted effect of over 65% in size
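Rescue of yeast growth: cells expressing toxic alpha-synuclein, induced in galactose at OD600 0.02, incubated with compound 24 h at 30 C. ATP luminescence quantified growth; inhibitors of toxicity appear as activators.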
* marks the source's active call; other numbers are inactive results; ? = inconclusive; nt = not tested or not shown; & = joins results of further samples; [ ] = another dose, or the depositor's remark. Unless noted, calls follow the shape of the dose curve; as a rule, active = well fitted curve in the direction sought with a large enough effect; inconclusive = small, poorly fitted or top-dose-only effect, or another doubt; inactive = no such curve, though single readings can be large; an effect the other way counts as inactive or inconclusive. Not all compounds are listed; count on the stated rates, not on these rows.

mol | D3 ag | EPAC2 agonist | DRD3 antagonist | TDP-43 yeast inh | FUS yeast rescue | EPAC2 antag | Abeta yeast res | aSyn rescue
Cc1ccc(CCNC(=O)c2c(C)nn(-c3ccc(F)cc3)c2-n2cccc2)cc1 | 8 | nt | nt | 22µM* | 23% | nt | -8% | 8%
COc1ccc2oc(C(=O)NC3CCCCC3)c(C)c2c1 | -5 | -7% | 15 | 9% | 4% | -4% | 0% | 5%
OCCCc1nc2ccccc2n1CCCCOc1ccccc1 | 1&-1 | -1% | -1 | 9%&14% | -25%&-6% | 0% | -9%&3% | ?
Cc1cc(=O)n2[nH]c(N)c(N=Nc3ccccc3)c2n1 | -5 | -5% | ? | 10% | nt | -2% | -7% | -8%
O=C(Cn1cnc2c(nnn2Cc2ccccc2F)c1=O)NCc1ccco1 | 3 | -3% | 19 | 19% | nt | 12% | -26% | 1%
Cc1ccc(OCC(=O)NNc2c3ccccc3nc3ccccc23)cc1 | 11 | -9% | 9 | 0% | nt | -9% | -16% | -5%
COc1cc(C(=O)n2nc(-c3ccco3)nc2NCc2ccc(Cl)cc2)cc(OC)c1OC | 8 | nt | nt | 15% | -5% | nt | 2% | nt
COc1ccc(-c2ccccc2NC(=O)C2CCCN(Cc3ccco3)C2)cc1 (stereo unspecified) | -6 | 2% | -3 | 10% | 6% | 6% | 18% | 7%
COCCNC(=O)CN(C(=O)CCC(=O)Nc1ccccn1)c1ccccc1F | -4 | 2% | -25 | -15% | 22% | -4% | -13% | -11%
CCCSC(=S)c1c(C)[nH]n(-c2ccccc2)c1=O | 7 | -8% | 3 | ? | 14% | -7% | 25% | -24%
O=C(COc1ccc(F)cc1)Nc1ccccc1C(=O)OCc1cc(=O)n2nc(C3CC3)sc2n1 | -7 | nt | nt | -3% | -14% | nt | -16% | nt
OC1(C#CCN2CCOCC2)CCCCC1 | 3 | 19% | -2 | -4% | -35% | -3%[57.1 µM] | -8% | -3%
COCCCNC(=O)C(=O)C1C(=O)Nc2ccccc21 (stereo unspecified) | -4 | 4% | -25 | -47%[inhibitor] | 13% | -12% | 13% | 1%
CC1CCN(c2ccc(NC(=O)c3ccc(Br)o3)cc2)CC1 | -2 | 3% | -16 | -2% | 2% | -2% | -4% | -7%
CCOC(=O)C1CCN(S(=O)(=O)c2ccc(N3CCCCS3(=O)=O)cc2)CC1 | 5 | nt | nt | 18%[9.22 µM] | -11% | nt | -13% | nt
O=C(Nc1cccc(Cl)c1)c1nc[nH]c1C(=O)Nc1ccccc1F | -3 | 4% | -17 | 8% | -23% | -18% | 17% | -4%
COc1ccc(C(=O)OCC(=O)Nc2cc(S(=O)(=O)N3CCOCC3)ccc2N2CCCC2)cc1 | -3 | 3% | -4 | -25% | 14% | -2% | -12% | 1%
CCCCN(CCCC)C(=O)c1cc2c(=O)n3ccccc3nc2s1 | 2 | nt | nt | ? | 37% | nt | -7% | nt
Cc1ccccc1-n1c(=O)c2c(n3cnnc13)-c1ccccc1CC21CCCCC1 | -5 | 11% | 1 | 3% | 28% | -2% | -35%[inhibitor] | 20%
COC(=O)COc1ccc(/C=N/NS(=O)(=O)c2ccccc2)cc1 | -16 | 25% | -18 | -5% | 13% | -10% | 7% | 0%

Next results.
mol | D3 ag | EPAC2 agonist | DRD3 antagonist | TDP-43 yeast inh | FUS yeast rescue | EPAC2 antag | Abeta yeast res | aSyn rescue
S=C(c1c[nH]c2ccc(Br)cc12)N1CCOCC1 | -6 | 19% | -20 | 3% | 9% | 0% | -4% | 1%
COc1ccc(CN2CCC(c3nc4ccc(Cl)cc4[nH]3)CC2)cc1 | 0 | 8% | -101* | -1% | -26% | 0% | 2% | -2%
O=C(NCCc1ccccc1)C1CC1 | 1 | 8% | 3 | 2% | -32% | -7% | 6% | 4%
Cc1c(C(=O)N2CCCc3ccccc32)sc2nc(-c3ccccc3)cn12 | 1 | 10% | 8 | 11% | 2% | -6% | 4% | 2%
COc1ccc(-c2nc3n(n2)C(c2ccccc2)C2=C(CCCC2=O)N3)cc1OC (stereo unspecified) | 2 | 14% | -19 | 29% | 7% | -1% | 4% | 1%
CCOC(=O)c1ccc(NC(=O)CN2C(=O)CSC2=O)cc1 | -7 | 0% | 2 | 20% | 16% | 5% | 10% | 5%
Cc1ccc(S(=O)(=O)N2CCOCC2)cc1C(=O)Nc1nc(-c2ccccn2)cs1 | 1 | -10% | 35 | 9% | nt | -1% | -7% | 28%
CCOC(=O)N1N=C(c2ccc(C)cc2)CC1(O)C(F)(F)F (stereo unspecified) | 0 | 4% | 15 | -6% | -6% | 3% | 15% | 2%
COc1ccc(S(=O)(=O)N2CCOCC2)cc1NC(=O)CCCOc1ccc(C(C)=O)cc1 | -7 | 6% | -9 | 5% | 22% | 10% | -8% | -4%
Cc1ccccc1C(=O)NCCNC(=O)c1cnccn1 | -2 | 4% | -15 | 15% | 19% | 20% | 3% | 5%
CCOC(=O)c1cc(-c2ccccc2)n(CCCC(=O)Nc2cc(C)ccc2OC)c1C | -1 | nt | nt | 12% | ? | nt | -4% | nt
CCOc1ccc(Cc2c(Cl)nc(SC)nc2OC)cc1 | -3 | 8% | 11 | 25% | 7% | -1% | 12% | -14%
Nc1nonc1-n1nnc(C(=O)N/N=C/c2ccc(OCc3ccccc3)cc2)c1CNc1ccccc1 | 1 | 6% | 11 | 15% | 31% | 2% | 10% | -7%
CC(=O)c1ccc(NC(=O)C2CCC(CNS(=O)(=O)c3cccs3)CC2)cc1 (stereo unspecified) | 4 | nt | nt | 17% | -17% | nt | 5% | nt
O=C(Nc1ccc(-n2cnnn2)cc1)c1cc(S(=O)(=O)N2CCCC2)ccc1Cl | 2 | -1% | -8 | 12% | 11% | -3% | 0% | -2%
Cc1ccc(S(=O)(=O)N2CCCOC2CNC(=O)C(=O)NCc2ccccn2)cc1 (stereo unspecified) | 7 | 2% | 5 | 10% | nt | 10% | -1% | 6%
COc1ccc(OC)c(NC(=O)CSC2=C(C#N)C(c3ccco3)C3=C(CCCC3=O)N2)c1 (stereo unspecified) | 2 | 13% | -19 | 24% | 44% | -2% | 8% | 7%
COc1cccc2cc(-c3nc4sc5c(c4c(=O)[nH]3)CCC(C(C)(C)C)C5)c(=O)oc12 (stereo unspecified) | -6 | nt | nt | -17% | 2% | nt | -12% | nt
CCCCNC(=O)N(O)C1N(/N=C/c2ccccc2OC)C(=S)SC1(C)C (stereo unspecified) | -8 | 11% | 5 | 6% | 19% | -8% | -11% | -6%
O=C(O)C1C2C=CC(C2)C1C(=O)OC1CC2CCC1C2 (stereo unspecified) | 8 | 7% | 14 | ? | 28% | 0% | -9% | 24%

3 entries from above, ordered by number of heavy atoms, rising:
mol | D3 ag | EPAC2 agonist | DRD3 antagonist | TDP-43 yeast inh | FUS yeast rescue | EPAC2 antag | Abeta yeast res | aSyn rescue
O=C(NCCc1ccccc1)C1CC1 | 1 | 8% | 3 | 2% | -32% | -7% | 6% | 4%
Cc1c(C(=O)N2CCCc3ccccc32)sc2nc(-c3ccccc3)cn12 | 1 | 10% | 8 | 11% | 2% | -6% | 4% | 2%
O=C(Nc1ccc(-n2cnnn2)cc1)c1cc(S(=O)(=O)N2CCCC2)ccc1Cl | 2 | -1% | -8 | 12% | 11% | -3% | 0% | -2%

Going on with the list.
mol | D3 ag | EPAC2 agonist | DRD3 antagonist | TDP-43 yeast inh | FUS yeast rescue | EPAC2 antag | Abeta yeast res | aSyn rescue
CC(OC(=O)CN1C(=O)COc2ccccc21)C(=O)NCc1ccc(F)cc1 (stereo unspecified) | -2 | ? | 5 | -11% | 11% | 9% | -8% | -5%
CCn1c(SCC(=O)NC2CCCC2)nnc1-c1ccccn1 | 9 | 5% | 2 | 10% | 12% | 0% | 9% | 3%
CCOC(=O)Cc1nc2cc(Cl)ccc2o1 | -3 | 3% | 0 | ? | -7% | 2% | 3% | 0%
CC(=O)N(c1ccc(N(C(C)=O)S(=O)(=O)c2cccs2)cc1)S(=O)(=O)c1cccs1 | 1 | 5% | 15 | 0% | 11% | 0% | 14% | 15%
O=C(Cc1c[nH]c2ccccc12)NCc1ccccc1F | 2 | 2% | 4 | 5% | -43% | 18% | 3% | 3%
CS(=O)(=O)N1CCC(C(=O)NCc2ccc(F)cc2)CC1 | 0 | 6% | 11 | 4% | -8% | 1% | 1% | 2%
CCOC(=O)c1c(NC(=O)/C=C/c2ccc(OCC)cc2)sc(C)c1C | 7 | nt | nt | 19% | -23% | nt | -12% | 2%
CS(=O)(=O)N(CC(=O)N1CCCC1)c1ccc(Cl)cc1 | 0 | -1% | 12 | 5% | -21% | -8% | -4% | -5%
COC(=O)CNC(=O)c1cccc(-c2ccc(OC)cc2)c1 | -1 | 7% | -7 | ? | -2% | 1% | 5% | 18%
COC(=O)c1ccc(-c2c(-c3ccccc3)ncc3cc(OC)c(OC)cc23)cc1 | 2 | 14% | -18 | -5% | -5% | -14% | 2% | -1%
O=C1C=C(c2ccc(CO)cc2)C[C@@H](c2ccc(F)cc2)C1 | -6 | 9% | ? | 35µM* | 3% | -7% | 8% | 14%
CC(=O)NS(=O)(=O)c1ccc(Nc2ccc([N+](=O)[O-])c3nonc23)cc1 | -25 | -7% | -54* | -10% | -12% | ? | -8% | -11%
CCOC(=O)N1CCN(S(=O)(=O)c2ccc(OC)c(C(=O)N3CCCCC3)c2)CC1 | -11 | 5% | 10 | -10% | 16% | 0% | -9% | 0%
O=C(Cn1cc(SCc2ccccc2F)c2ccccc21)N1CCCC1 | 1 | nt | nt | 38% | 18% | nt | 14% | nt
CCOC(=O)N1CCN(c2nnc(-c3ccccc3)c3ccccc23)CC1 | -22 | 18% | -11 | 1% | 14% | -1% | -25% | -4%
CC1(C)NC(=O)N(CCOCCOc2ccc3ccccc3c2Br)C1=O | 15 | 0% | 10 | 30% | 34% | 0% | 30% | 2%

Compounds from the list above that contain an aryl thioether with sulfur outside any ring:
mol | D3 ag | EPAC2 agonist | DRD3 antagonist | TDP-43 yeast inh | FUS yeast rescue | EPAC2 antag | Abeta yeast res | aSyn rescue
CCOc1ccc(Cc2c(Cl)nc(SC)nc2OC)cc1 | -3 | 8% | 11 | 25% | 7% | -1% | 12% | -14%
CCn1c(SCC(=O)NC2CCCC2)nnc1-c1ccccn1 | 9 | 5% | 2 | 10% | 12% | 0% | 9% | 3%
O=C(Cn1cc(SCc2ccccc2F)c2ccccc21)N1CCCC1 | 1 | nt | nt | 38% | 18% | nt | 14% | nt
